VEEV TC-83 Vero – inhibitors of VEEV TC-83 cytopathic effect, confirmation, Vero cells (AID 588727). Vero cells, VEEV TC-83 cytopathic effect inhibition; higher % means a stronger effect. one-dose inhibition, % at 20 µM; IC50 in µM for titrated hits. hit rate 0.13% among 350,000; in the data active = a potency from the dose series; inconclusive = inhibition mostly from about 14% at the one dose, without a potency; inactive = the rest, 99 in 100 with inhibition below about 12%; note: strong numbers were not always called active
PhoP GFP inhibition – PhoP regulon inhibitors, Salmonella typhi PhoP promoter GFP reporter, confirmatory (AID 1850) | Salmonella Typhi PhoP-promoter GFP reporter, fluorescence, 4 h; higher % means a stronger effect | one-dose inhibition, % at 50 µM; IC50 in µM for titrated hits | hit rate 0.33% among 310,000; in the data active = a potency from the dose series; inconclusive = inhibition mostly from about 25% at the one dose, without a potency; inactive = the rest, 99 in 100 with inhibition below about 19%;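 note: 0% = induced wells with vehicle and 100% = uninduced wells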
H1N1 NS1A inhibition – H1N1 influenza NS1A inhibitors, functional cell based assay (AID 504329); one-dose inhibition, % at 12.5 µM; IC50 in µM for titrated hits; hit rate 0.3% among 340,000; NS1A functional cell-based assay, percent inhibition; higher % means a stronger effect; in the data active = a potency from the dose series; inconclusive = inhibition above about 27% without an active follow-up result; note: strong numbers were not always called active
H37Rv inhibition – M. tuberculosis growth inhibition, HTS (AID 449762); hit rate 0.59% among 330,000; one-dose inhibition, % at 25 µM; IC50 in µM for titrated hits; M. tuberculosis H37Rv growth inhibition, 7H9 media; higher % means a stronger effect; in the data active = a potency from the dose series; inconclusive = inhibition above about 70% without an active follow-up result;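 note: bacterial growth assessed after seven days of incubation; strong numbers were not always called active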
M. tuberculosis – growth inhibition of non-replicating M. tuberculosis (AID 488890) | inhibition, % at 25 µM; hits with a dose series show IC50 in µM | Mycobacterium tuberculosis non-replicating, growth inhibition; higher % means a stronger effect | hit rate 0.39% among 320,000; in the data active = a potency from the dose series; inconclusive = inhibition mostly from about 82% at the one dose, without a potency; inactive = the rest, 99 in 100 with inhibition below about 76%;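 note: plate controls were DMSO cells for no effect and high antibiotic wells for full effect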
VEEV TC-83 Vero 10K pilot screen – recorded beside VEEV TC-83 Vero, whose call it bears; inhibition, %; measured here: 10K pilot screen inhibition
* = called active by the depositor; i = inactive; ? = inconclusive; · = not tested or not shown.

SMILES	VEEV TC-83 Vero	PhoP GFP inhibition	H1N1 NS1A inhibition	H37Rv inhibition	M. tuberculosis	others
c1ccc(-c2ccccc2OCCCN2CCOCC2)cc1	i	-10%	2%	6%	-16%	VEEV TC-83 Vero 10K pilot screen=0.4
CC1=CCC(/C=N\Nc2nnc3c(n2)[nH]c2ccccc23)CC1 (stereo not given)	·	-14%	·	-6%	-8%
O=C(Nc1cccc(OC(=O)N2CCCCC2)c1)N1CCOCC1	i	-2%	-8%	-3%	9%
O=S(=O)(Nc1ccc(S(=O)(=O)N2CCCCC2)cc1)c1ccc(Br)s1	4.2%	9%	-2%	-1%	14%
O=S(=O)(NCC1CCCO1)c1ccc(S(=O)(=O)N2CCCC2)cc1 (stereo not given)	i	-11%	-2%	3%	-2%
COc1ccc(Cc2nnc(NN)[nH]c2=O)cc1OC	0.9%	7%	16µM*	-8%	-14%
Cc1ccccc1C(=O)OCCN1CCOCC1	0.5%	-2%	-7%	6%	-25%
C/C(N)=C(/C#N)C(=O)COC(=O)c1ccc(O)cc1	0.0%	5%	-1%	0%	3%
COc1c(C)cc(C(=O)C2CCCN(C(=O)c3cc(C)n(C)n3)C2)cc1C (stereo not given)	i	-4%	0%	6%	3%
Cc1c(NC(=O)c2cc3nc(-c4ccc(Cl)cc4)cc(C(F)(F)F)n3n2)c(=O)n(-c2ccccc2)n1C	0.4%	4%	19%	3%	-23%
O=S(=O)(c1ccc(Nc2ccc3c(c2)OCO3)nc1)N1CCOCC1	3.9%	2%	6%	5%	0%
c1ccc(OCCCn2nnc(-c3ccc(N4CCOCC4)cc3)n2)cc1	i	-4%	-9%	-7%	-2%
O[C@H]1c2ccccc2[C@H](Cc2cncs2)[C@@H]1Br	0.4%	·	0%	-3%	-2%	VEEV TC-83 Vero 10K pilot screen=0.4
COc1ccc(Nc2ccc(Cl)cc2)c(C(=O)O)c1	0.7%	-3%	0%	12%	51%
O=C(Nc1ccccc1)Nc1cccc(Cl)c1Cl	1.1%	-6%	-2%	5%	64%
CCSc1nc2ccccc2n1CC(=O)OC	0.9%	-12%	16%	-2%	-18%
Cc1cccc(C2NC(=O)c3ccccc3O2)c1 (stereo not given)	0.2%	-7%	-6%	-1%	1%
CCCCN1C[C@H](COC(=O)CCC)Oc2cccc(F)c2S1(=O)=O	1.2%	·	-9%	·	·
CCOc1ccc(NC(=O)Nc2nnc(CC)s2)cc1	2.9%	-3%	-17%	1%	-1%
COC(=O)c1ccc(NC(=O)CSc2nncc3ccc(OC)c(OC)c23)cc1	1.1%	5%	-6%	13%	15%
CCCCN1CC(COCc2ccccc2)Oc2cccc(N3CCCC3)c2S1(=O)=O (stereo not given)	i	·	-3%	·	·
O=c1[nH]c2ccccc2c2ccccc12	2.3%	-21%	-16%	3%	-5%
CN(CCO)Cc1csc2ccc(Br)cc12	i	-7%	0%	3%	3%
CCOc1ccccc1N(CC(=O)Nc1ccccc1)S(=O)(=O)c1ccccc1	4.2%	-2%	1%	3%	-2%
COc1ccc(C(=O)O)c(OC)n1	i	4%	-6%	0%	-13%
CC1CCCC(NC(=O)C2N(CCCN3CCCC3)C(=O)C3C(C(=O)Nc4cccc(Cl)c4)C4C=CC32O4)C1C (stereo not given)	i	-8%	-21%	5%	19%
CCCCCCCC(=O)NN=C1CCN(Cc2ccccc2)CC1	0.1%	-3%	-1%	?	65%
CC1(C)c2[nH]c3ccccc3c2C[C@H]2C(=O)N(CCCCCO)CC(=O)N21	0.9%	0%	0%	3%	-12%
CC(=O)c1c(O)cc(=O)n(-c2ccccc2)c1-c1cccc2ccccc12	2.3%	-10%	-4%	0%	6%
CC(=O)Nc1ccc(S(=O)(=O)NC2(C(F)(F)F)NC(=O)N(C3CCCCC3)C2=O)cc1 (stereo not given)	2.3%	3%	6%	-4%	-2%
C=CCn1c(C)cc(C(=O)COC(=O)C2CC(=O)N(CCc3ccc(OC)c(OC)c3)C2)c1C (stereo not given)	1.8%	-8%	1%	25%	33%
Cc1c(Cl)cccc1-c1ccc(C(=O)N2CCN(c3ccc([N+](=O)[O-])cc3)CC2)o1	i	-22%	27%	29%	24%
Cc1ccc(S(=O)(=O)NCc2ccc(C(=O)N3CCN(Cc4ccccc4)CC3)cc2)cc1	0.4%	-2%	6%	2%	11%
O=C(OCCN1CCOCC1)c1ccccc1Cl	0.1%	8%	-13%	2%	-10%
O=C(O)CC(CC(=O)Nc1ccc(N2CCOCC2)cc1)c1ccccc1 (stereo not given)	5.8%	2%	-2%	2%	0%
COc1cc(Nc2nc3ccccc3n3nnnc23)cc(OC)c1OC	8.7%	-15%	4%	-6%	·
O=C(Nc1ccc2oc(-c3cccc(F)c3)nc2c1)c1ccccc1F	7.2%	-4%	-1%	-1%	-3%
CCOC(=O)Cc1csc(N/C(=N/S(=O)(=O)c2cc(Br)ccc2OCC)c2ccccc2)n1	3.3%	-9%	-4%	4%	42%
O=C(O)c1oc2ccc(Br)cc2c1-n1cccc1	i	6%	3%	2%	33%
CC(C)NC(=O)CNc1ccc(C(F)(F)F)cc1[N+](=O)[O-]	1.9%	-21%	1%	-1%	9%

Structures from the list above containing a CF3 group:
SMILES	VEEV TC-83 Vero	PhoP GFP inhibition	H1N1 NS1A inhibition	H37Rv inhibition	M. tuberculosis	others
Cc1c(NC(=O)c2cc3nc(-c4ccc(Cl)cc4)cc(C(F)(F)F)n3n2)c(=O)n(-c2ccccc2)n1C	0.4%	4%	19%	3%	-23%
CC(=O)Nc1ccc(S(=O)(=O)NC2(C(F)(F)F)NC(=O)N(C3CCCCC3)C2=O)cc1 (stereo not given)	2.3%	3%	6%	-4%	-2%
CC(C)NC(=O)CNc1ccc(C(F)(F)F)cc1[N+](=O)[O-]	1.9%	-21%	1%	-1%	9%

(cont.)
SMILES	VEEV TC-83 Vero	PhoP GFP inhibition	H1N1 NS1A inhibition	H37Rv inhibition	M. tuberculosis	others
O=C(O)C1CC=CCC1C(=O)Nc1cccc(C(=O)N2CCCCC2)c1 (stereo not given)	4.4%	-7%	0%	-5%	16%
CCOC(=O)C(NC(=O)N(C)C)(Nc1sc(C)c(CC)c1C#N)C(F)(F)F (stereo not given)	i	-6%	-3%	-2%	-1%
CCOC(=O)c1ccc(NC(=O)CCC(=O)NCc2ccco2)cc1	i	-10%	-5%	?	49%
CC1Cc2ccccc2N1Cc1cccc(S(=O)(=O)N(C)C)c1 (stereo not given)	i	-7%	-4%	7%	38%
CCOC(=O)c1ccc(Nc2nc(C)cc(C)c2C#N)cc1	1.9%	-15%	1%	?	19%
COc1ccc(CN(C)C(=O)CCc2ccc(S(=O)(=O)N3CCCCCC3)cc2)c(OC)c1	8.3%	·	-5%	7%	17%
COC(=O)c1sc2ncn(CC(=O)NCCc3ccc(OC)c(OC)c3)c(=O)c2c1C	i	1%	-12%	5%	-4%
CC1CCCCC1NC(=O)CN1C(=O)CSc2cc(S(=O)(=O)N3CCCCCC3)ccc21 (stereo not given)	i	-1%	9%	-5%	3%
COC(=O)CSc1ccc(S(=O)(=O)N2CCOCC2)cc1[N+](=O)[O-]	1.2%	-8%	-5%	0%	5%
Cc1ccc(C(=O)CN(CCCC(N)=O)S(=O)(=O)c2ccc([N+](=O)[O-])cc2)cc1	i	-7%	-6%	-5%	-11%
CN(c1ccc(O)cc1)c1nc(O)c(C2=c3ccccc3=NC2=O)s1	?	3%	10%	50%	18%
COc1cc2c3cc1Oc1cc(ccc1O)C[C@@H]1c4c(cc(OC)c(O)c4Oc4cccc(c4)C[C@@H]3N(C)CC2)CC[N+]1(C)C	0.7%	-9%	0%	10%	4%
Cc1ccccc1C(=O)c1c[nH]c(C(N)=O)c1	1.0%	10%	0%	2%	-6%
CC(CCOS(N)(=O)=O)c1ccccc1 (stereo not given)	i	-1%	11%	-2%	4%
O=C(NNC(=O)C1CC1)c1cc2cc3ccccc3nc2s1	0.6%	8%	2%	7%	5%
COc1ccc(CN(C)C(=O)COC(=O)c2c(C)nn(-c3ccc(F)cc3)c2Cl)cc1	2.4%	·	-7%	4%	55%
C/C(CC(=O)Nc1ccc(Cl)cc1Cl)=N\NC(=O)C(=O)N1CCCC1	1.9%	14%	-16%	-2%	16%
COC(=O)c1sc(N2C(=O)C(O)=C(C(=O)c3ccc(C)o3)C2c2ccc([N+](=O)[O-])cc2)nc1C (stereo not given)	2.7%	-5%	-23%	-9%	41%
COCCNC(=O)C1CC2Cn3c(nc4ccccc43)C2N1C (stereo not given)	i	-9%	-13%	3%	-14%
O=C(N/N=C/c1c(O)n(-c2ccccc2)c(=O)[nH]c1=O)c1ccncc1	1.1%	-3%	8%	?	68%
CCn1c2c(c3cc(OCC(C)C)ccc31)CCCC2=O	i	-14%	-14%	-2%	59%
Cc1sc2ncnc(OCC(=O)N3CCN(S(=O)(=O)c4ccc(Cl)cc4)CC3)c2c1C	4.2%	-8%	0%	-6%	25%
Cc1nc(=O)cc(-c2ccccc2)n1-c1ccccc1	0.2%	8%	-1%	-9%	-7%
COc1ccc(C(=O)OCC(=O)N2CCCC2=O)c(OC)c1	i	-3%	-9%	0%	-5%
O=C(/C=C/c1ccco1)NC(=S)Nc1ccc(N2CCCC2)cc1	3.2%	0%	9%	?	?
COC(=O)c1sccc1NC(=O)Nc1cccc(F)c1	i	-7%	-5%	0%	14%
C=CC[C@@H](CC(=O)N(CCO)Cc1ccccc1)C(=O)N[C@@H](COC(=O)[C@@H](CC=C)Cc1ccc(F)cc1)Cc1c[nH]c2ccccc12	32%	·	12%	4%	40%
Cc1cc(NC(=O)CCN2CCN(C/C=C/c3ccccc3)CC2)ccc1Br	i	-4%	6%	?	?

19 structures already listed, sorted by molecular weight, falling.
SMILES	VEEV TC-83 Vero	PhoP GFP inhibition	H1N1 NS1A inhibition	H37Rv inhibition	M. tuberculosis	others
CC1CCCC(NC(=O)C2N(CCCN3CCCC3)C(=O)C3C(C(=O)Nc4cccc(Cl)c4)C4C=CC32O4)C1C (stereo not given)	i	-8%	-21%	5%	19%
Cc1ccc(S(=O)(=O)NCc2ccc(C(=O)N3CCN(Cc4ccccc4)CC3)cc2)cc1	0.4%	-2%	6%	2%	11%
CC(=O)Nc1ccc(S(=O)(=O)NC2(C(F)(F)F)NC(=O)N(C3CCCCC3)C2=O)cc1 (stereo not given)	2.3%	3%	6%	-4%	-2%
Cc1cc(NC(=O)CCN2CCN(C/C=C/c3ccccc3)CC2)ccc1Br	i	-4%	6%	?	?
CCOc1ccccc1N(CC(=O)Nc1ccccc1)S(=O)(=O)c1ccccc1	4.2%	-2%	1%	3%	-2%
C/C(CC(=O)Nc1ccc(Cl)cc1Cl)=N\NC(=O)C(=O)N1CCCC1	1.9%	14%	-16%	-2%	16%
COC(=O)CSc1ccc(S(=O)(=O)N2CCOCC2)cc1[N+](=O)[O-]	1.2%	-8%	-5%	0%	5%
COc1c(C)cc(C(=O)C2CCCN(C(=O)c3cc(C)n(C)n3)C2)cc1C (stereo not given)	i	-4%	0%	6%	3%
O=C(O)C1CC=CCC1C(=O)Nc1cccc(C(=O)N2CCCCC2)c1 (stereo not given)	4.4%	-7%	0%	-5%	16%
CC(=O)c1c(O)cc(=O)n(-c2ccccc2)c1-c1cccc2ccccc12	2.3%	-10%	-4%	0%	6%
CC1Cc2ccccc2N1Cc1cccc(S(=O)(=O)N(C)C)c1 (stereo not given)	i	-7%	-4%	7%	38%
O=C(NNC(=O)C1CC1)c1cc2cc3ccccc3nc2s1	0.6%	8%	2%	7%	5%
O=C(O)c1oc2ccc(Br)cc2c1-n1cccc1	i	6%	3%	2%	33%
O=C(OCCN1CCOCC1)c1ccccc1Cl	0.1%	8%	-13%	2%	-10%
C/C(N)=C(/C#N)C(=O)COC(=O)c1ccc(O)cc1	0.0%	5%	-1%	0%	3%
CCSc1nc2ccccc2n1CC(=O)OC	0.9%	-12%	16%	-2%	-18%
Cc1ccccc1C(=O)OCCN1CCOCC1	0.5%	-2%	-7%	6%	-25%
Cc1cccc(C2NC(=O)c3ccccc3O2)c1 (stereo not given)	0.2%	-7%	-6%	-1%	1%
O=c1[nH]c2ccccc2c2ccccc12	2.3%	-21%	-16%	3%	-5%

Bioassay records as filed in PubChem.
